CatG inh – blocks human cathepsin G enzyme activity. AID 581. actives 0.2% (n = 62,000). inhibition, % at 5 µM (by protocol). purified enzyme, AMC-tetrapeptide fluorescence, pooled mixtures;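 active = inhibition above 20% in each of the two mixture wells holding the compound; inactive = inhibition of 20% or less in either well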;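 note: 0% = enzyme control without mixture and 100% = blank lacking enzyme; strong numbers were not always called active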
Target sequence (P08311 21-244 limits assumed): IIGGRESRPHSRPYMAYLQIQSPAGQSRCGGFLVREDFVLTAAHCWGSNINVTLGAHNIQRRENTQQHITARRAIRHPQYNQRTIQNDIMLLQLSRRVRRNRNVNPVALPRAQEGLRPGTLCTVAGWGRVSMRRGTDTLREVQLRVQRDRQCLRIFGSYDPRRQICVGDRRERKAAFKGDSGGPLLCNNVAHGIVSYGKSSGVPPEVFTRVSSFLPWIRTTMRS
CatB mix inh – human cathepsin B inhibition by mixtures. P07858. Purified cathepsin B, AMC dipeptide fluorescence, compound mixtures. inhibition, %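 (ten-compound pools at 5 µM per compound and 50 µM total)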. actives 0.06% (n = 62,000); in the data active = inhibition above about 22%, passing the limit was not always enough; inconclusive = no clear call, values can overlap the other calls;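 note: 0% = enzyme without compound and 100% = no enzyme blank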
PKA inh – inhibitors of human protein kinase A. P17612. PKA Kemptide phosphorylation, Kinase-Glo ATP luminescence. inhibition, % at 6 µM. actives 0.1% (n = 65,000);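 active = inhibition above the screen-wide mean inhibition plus 3 SD, cut at about 21% in these data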; note: many of its hits are not listed in these tables
CatB block – inhibitors of human cathepsin B | P07858 | purified cathepsin B, fluorogenic substrate, fluorescence | inhibition, %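 (tested at 10 µM)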 | actives 0.1% (n = 63,000) | AID 453; in the data active = inhibition above about 21%;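 note: 0% = enzyme with no compound and 100% = no enzyme blank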
CatL block – inhibitors of human cathepsin L | inhibition, %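 (tested at 10 µM)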 | purified cathepsin L, fluorogenic substrate, fluorescence | P07711 | AID 460 | actives 0.17% (n = 58,000); in the data active = inhibition above about 45%;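 note: 0% = enzyme with no compound and 100% = no enzyme blank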
Target sequence (P07711 114-288 limits assumed): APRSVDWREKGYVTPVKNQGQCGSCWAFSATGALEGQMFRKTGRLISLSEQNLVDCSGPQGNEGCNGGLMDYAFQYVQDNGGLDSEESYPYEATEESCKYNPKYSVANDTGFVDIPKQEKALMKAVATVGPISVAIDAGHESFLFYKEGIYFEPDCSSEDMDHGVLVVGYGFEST
Target sequence (P07711 292-333 limits assumed): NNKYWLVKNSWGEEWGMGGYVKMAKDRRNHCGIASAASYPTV
HER2 expr 66K – Her2 kinase expression inhibition; SKBR-3 HER2 protein level, AlphaScreen, 18-24 h; active compounds read low; HER2 level % of control, % at 10 µM; actives 0.69% (n = 65,000);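 active = HER2 level under 5% of the carrier-only control; inconclusive = no clear call, values can overlap the other calls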;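 note: 100% = DMSO carrier and 0% = 500 nM PU-H71 HSP90 inhibitor; lower value means stronger loss of Her2 protein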
CatS block – human cathepsin S inhibition. P25774. recombinant cathepsin S, AMC dipeptide fluorescence, pooled mixtures. inhibition, %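 (tested at 5 µM per compound within 10-compound mixtures)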. actives 0.06% (n = 62,000); in the data active = inhibition above about 32%, passing the limit was not always enough; inconclusive = no clear call, values can overlap the other calls;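 note: 0% = enzyme without compound and 100% = blank without enzyme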
Target sequence (P25774 115-331 limits assumed): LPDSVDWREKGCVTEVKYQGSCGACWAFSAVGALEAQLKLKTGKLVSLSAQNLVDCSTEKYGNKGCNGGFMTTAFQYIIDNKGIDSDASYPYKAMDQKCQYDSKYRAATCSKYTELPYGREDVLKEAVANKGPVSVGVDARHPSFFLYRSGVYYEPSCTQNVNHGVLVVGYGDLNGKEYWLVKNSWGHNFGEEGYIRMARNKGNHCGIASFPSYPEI
C1s block – blocks human complement C1s protease activity; P09871; purified C1s, fluorogenic AMC substrate, pooled mixtures; mean inhibition % of two 10-compound mixtures (active compounds read high), % at 5 µM (by protocol); actives 0.16% (n = 62,000);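 active = inhibition above 20% in each of the two 10-compound mixture wells holding the compound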;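 note: 0% = enzyme wells lacking compound mixture and 100% = no-enzyme blank wells; some compounds called inactive have numbers as strong as hits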
ROCK2 blocker – blocks human Rho kinase 2 activity; O75116; purified ROCK2, Kinase-Glo ATP depletion luminescence; inhibition, % at 6 µM; actives 0.35% (n = 60,000); AID 604;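 active = inhibition above the screen-wide mean inhibition plus 3 SD, cut at about 18% in these data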;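 note: plate controls were DMSO wells for no effect and Y-27632 control wells after no-enzyme background subtraction for full effect; many of its hits are not listed in these tables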
* hit, by the source's call; ? = inconclusive; / = no result given. A portion of the library; count on the stated rates, not on these rows.

SMILES	CatG inh	CatB mix inh	PKA inh	CatB block	CatL block	HER2 expr 66K	CatS block	C1s block	ROCK2 blocker
CC(=O)NC(Cc1ccccc1)C(=O)NC1CCN(C(=O)NC2CCCCC2)CC1 (stereo not given)	-6.7	-1.8	9.4	0.8	0.5	58.1	-6.0	-38.1	6.0
Cc1nc(NC(=O)C2CC2)sc1C(=O)N1CCCCC1	42.4	-2.8	9.7	-1.1	-7.2	120.0	-7.3	2.1	4.1
O=C(CN1C(=O)c2ccccc2C1=O)N1CCN(c2ccccc2)CC1	0.5	6.9	-5.2	-0.7	10.1	98.7	19.1	-4.8	-0.1
O=C(c1cnn2ccccc12)N1CCc2ccccc21	10.9	4.3	-5.3	-0.9	/	53.8	6.6	8.2	-0.7
COc1ccc(OC)c(C2C(C(C)=O)=C(O)C(=O)N2c2ccc(F)cc2)c1 (stereo not given)	0.4	4.5	-4.2	1.9	17.4	104.4	11.6	4.0	0.0
Cc1cccc(-n2ncc3c(NCc4cccs4)ncnc32)c1	-42.8	1.1	7.3	3.4	11.9	90.5	1.7	-3.8	4.7
CCCCCCC(=O)N(O)C1CC(=O)N(c2ccccc2)C1=O (stereo not given)	-3.2	3.1	7.4	-7.7	-5.5	81.1	-8.0	-26.7	4.6
c1nc2nc3c(c(N4CCOCC4)n2n1)CCCC3	0.9	5.0	1.6	-6.7	1.2	108.1	3.7	2.2	/
O=C(NC1CCCCC1)c1ccc(CNc2ccccc2)o1	6.8	1.9	-3.3	0.5	12.9	103.6	-5.0	-7.3	-3.9
CCOC(=O)Cn1cc(-c2ccccc2)nn1	9.4	2.0	-3.3	-2.5	3.6	120.5	0.9	22.0	1.4
CC(CCc1ccccc1)NC(=O)C1CCCN(c2nnc(-n3cccc3)s2)C1 (stereo not given)	10.0	-6.7	6.2	0.7	2.5	86.7	-0.1	2.0	-2.9
CCC1=C/C(=C/N(C)c2ccccc2)C(=O)S1	9.4	0.5	-3.1	6.4	9.3	101.7	4.3	16.8	1.1
CCCCSCCCNC(=O)CS(=O)Cc1nc(-c2cccc(C)c2)oc1C (stereo not given)	-24.1	-14.2	5.0	-0.1	4.8	94.7	-21.3	-128.3	0.3
Cn1nc(-c2ccc(C(=O)N3CCN(c4ccccc4)CC3)cc2)c2ccccc2c1=O	-4.1	1.6	12.8	6.4	0.7	89.7	22.0	9.9	5.3
CCN1CCN(c2ncc(C(=O)Nc3cc(Cl)ccc3OC)c3ccccc23)CC1	10.3	2.8	-2.9	-0.8	-3.4	63.0	-0.8	19.2	-3.3
COc1ccccc1NC(=O)CCC(=O)Nc1nnc(C(F)(F)F)s1	11.2	3.6	3.9	1.8	5.0	82.7	-1.8	1.6	3.6
Cc1nc(N2CCc3ccccc3C2)[nH]c(=O)c1CCC(C)C	9.5	0.7	8.7	8.2	2.3	175.2	-4.5	2.1	7.0
Cc1ccc(CCNC(=O)CC2Oc3ccc(C)cc3NC2=O)cc1 (stereo not given)	-12.7	2.7	2.2	-1.6	10.8	85.6	7.1	-14.1	2.5
CN(CCOC(=O)c1cccc(Br)c1)C(C)(C)C	9.9	-2.0	0.8	-1.8	-2.5	93.6	-11.6	-2.0	7.1
Cc1cc(C(=O)Oc2ccccc2C(=O)O)c(C)o1	-14.4	1.7	7.8	0.7	-4.6	85.2	-6.9	-14.7	2.9
CCC(=O)N=c1sc2cc(F)cc(F)c2n1C	3.7	1.5	6.0	4.5	/	78.4	-2.4	11.3	5.3
CC1=C(C(=O)N(C)CCC#N)C2(CCCCC2)OC1=O	0.2	2.7	4.3	1.5	/	108.6	-2.1	2.1	3.4
COc1ccccc1N1CCN(C(=O)c2cc(C3CC3)on2)CC1	-3.0	3.6	-8.0	2.0	25.4	95.8	6.6	3.8	-1.2
O=C(c1ccc(COc2ccc(F)cc2)o1)n1cccn1	10.1	7.9	7.1	3.4	14.7	95.0	?	15.0	1.5
CCOC(=O)C1CCN(C(=O)COc2ccc(N(C)S(=O)(=O)c3cccs3)cc2)CC1	-3.5	-0.1	10.0	6.1	13.4	99.7	-7.9	-51.6	9.0
CC(=O)c1cccc(NC(=O)c2ccc(N(C)S(C)(=O)=O)cc2)c1	8.0	1.5	6.9	2.8	/	54.5	-4.5	-5.9	13.3
Cn1c(SCC(=O)N2CCCc3ccccc32)nnc1-c1ccccc1	9.0	-2.3	6.5	-1.0	-3.2	89.2	-2.9	-2.9	2.1
N=c1c(S(=O)(=O)c2ccccc2)cc2c(=O)n3ccccc3nc2n1Cc1ccco1	-2.6	-7.2	8.0	1.5	-211.5	16.2	?	-74.2	3.7
CC1CCN(c2oc(-c3ccccc3F)nc2C#N)CC1	6.2	-4.6	9.9	-1.8	-116.9	92.9	-8.1	-8.4	1.7
OCCNCC1(O)C2CC3CC(C2)CC1C3 (stereo not given)	5.5	0.8	8.1	/	5.0	71.8	-6.9	-8.6	-0.8
Nn1cnn(Cc2ccccc2)c1=S	8.0	8.5	-0.9	-5.6	-8.1	65.6	-6.8	-24.3	-1.3
O=c1c2ccccc2nnn1CSc1nc2sc3c(c2c(=O)n1CC1CCCO1)CCC3 (stereo not given)	5.3	1.7	6.1	2.2	15.9	102.9	6.0	-0.7	10.1
Cc1cc(NC(=O)c2cc(-c3ccc4c(c3)OCO4)on2)n(-c2ccccc2)n1	7.9	1.3	-1.9	3.0	25.3	85.4	4.0	-53.7	2.6
O=C(CCNC(=O)Cn1ccc2ccccc2c1=O)NCCN1CCc2ccccc2C1	-0.2	0.2	13.7	2.6	6.9	84.6	13.2	3.7	4.2
COC(=O)c1[nH]c2cc(OC)ccc2c1N	5.1	1.0	-1.3	2.8	-40.7	80.3	-8.4	2.4	-1.2
COCCCn1c(-c2ccc(OC)cc2)nc2nc3ccccc3nc21	4.0	2.2	0.2	1.6	-1.8	83.2	-4.1	-33.0	2.4
CCN(CC(=O)Nc1c(C(=O)OC)[nH]c2ccc(Cl)cc12)c1ccc2c(c1)OCO2	-1.6	-2.7	6.1	1.7	7.3	81.7	-15.0	-84.5	10.7
CC1=C(C(=O)OCc2ccccc2)C(c2ccccc2OC(F)F)NC(=O)N1 (stereo not given)	-1.6	0.9	-3.2	3.0	-4.2	68.2	-3.4	-11.6	-4.6
CCCNC(=O)CCNC(=O)c1ccc(C(C)(C)C)cc1	7.6	3.4	10.2	4.0	7.4	92.3	1.7	-4.9	7.2
Cc1noc(C)c1S(=O)(=O)NCCN1CCN(c2ccccc2)CC1	-12.7	-5.0	-0.7	-0.1	-6.0	91.8	-2.8	-13.0	/

Pulled one by one from above (four):
SMILES	CatG inh	CatB mix inh	PKA inh	CatB block	CatL block	HER2 expr 66K	CatS block	C1s block	ROCK2 blocker
COc1ccccc1N1CCN(C(=O)c2cc(C3CC3)on2)CC1	-3.0	3.6	-8.0	2.0	25.4	95.8	6.6	3.8	-1.2
Cc1noc(C)c1S(=O)(=O)NCCN1CCN(c2ccccc2)CC1	-12.7	-5.0	-0.7	-0.1	-6.0	91.8	-2.8	-13.0	/
COC(=O)c1[nH]c2cc(OC)ccc2c1N	5.1	1.0	-1.3	2.8	-40.7	80.3	-8.4	2.4	-1.2
CCCNC(=O)CCNC(=O)c1ccc(C(C)(C)C)cc1	7.6	3.4	10.2	4.0	7.4	92.3	1.7	-4.9	7.2

Other compounds:
SMILES	CatG inh	CatB mix inh	PKA inh	CatB block	CatL block	HER2 expr 66K	CatS block	C1s block	ROCK2 blocker
N#CC1=C(N)SC(N)=C(C#N)C1c1ccnc2ccccc12	-1.6	4.4	11.7	8.2	21.9	81.0	12.0	-12.8	11.3
CCOc1ccc(N2C(=O)CC(n3nc(C)cc3C)C2=O)cc1 (stereo not given)	9.3	3.2	1.8	1.2	-4.8	98.2	-9.1	8.2	2.7
CCOC(=O)n1c(SCC(=O)N(CC)CC)nc2ccccc21	13.4	3.8	6.3	-1.9	8.4	94.2	11.6	12.2	2.0
CC(=O)Nc1ccc(NC(=O)Cn2cc3c(n2)CCCC3)cc1	10.6	6.6	-2.7	3.1	-6.5	96.3	-5.3	17.2	-2.6
COc1ccccc1CNC(=O)CCn1c(=O)[nH]c2ccsc2c1=O	2.3	6.8	8.0	-1.8	2.7	/	9.1	3.0	/
Cc1ccc(CNC(=O)Nc2cccs2)cc1	10.9	6.0	2.1	1.3	3.5	115.5	-0.9	15.4	/
CCOC(=O)N1CCN(C(=O)c2ccc3nc(N4CCCCC4)sc3c2)CC1	14.3	0.3	1.5	5.0	6.7	104.0	9.8	9.0	0.1
CCOc1ccccc1N1CCN(Cc2ccc(OC)c(OC)c2)CC1	0.2	4.3	6.4	-4.9	-2.5	-19.9*	-5.3	3.2	1.7
O=C(CSc1ncccn1)Nc1ccccc1	2.7	-2.0	13.4	4.8	/	90.7	-7.5	-99.1	2.4
O=C(Nc1ccc(Cl)cc1)C(c1ccccc1)N(CCO)CCO (stereo not given)	-2.4	0.7	7.6	-2.2	-8.0	81.2	-4.0	-10.1	/
CCOC(=O)C1CCCN(C(=O)C2CCN(S(=O)(=O)CC)CC2)C1 (stereo not given)	0.3	0.5	9.9	3.4	3.0	106.7	4.8	2.9	2.6
COCCNC(=O)c1c(N)n(CCC2=CCCCC2)c2nc3ccccc3nc12	4.2	-5.8	1.0	-2.5	-84.4	100.3	-3.3	-42.7	-0.2
O=C(NCc1ccncc1)c1ccc(Br)o1	-0.7	-2.5	15.0	-2.1	6.3	113.9	-0.1	1.9	4.8
Cc1cc(C(F)(F)F)n2ncc(C(=O)O)c2n1	-5.7	1.3	-7.9	0.4	13.7	79.8	9.4	-6.3	-0.3
COc1ccc2nc(SCC(=O)N3CCCCCC3)c(C#N)cc2c1	6.4	-3.9	-2.6	-1.3	8.9	100.5	-1.5	-34.8	2.9
Cc1noc(C)c1S(=O)(=O)N1CCC(C(=O)Nc2ccccn2)CC1	-1.7	4.8	-4.2	-1.9	-1.8	88.9	3.5	-10.8	/
Brc1cccc(-c2nnc3sc(CNC4CCCC4)cn23)c1	8.0	1.4	9.9	3.3	11.3	82.5	11.5	-3.7	5.3
Cc1nc2sc3c(c2c(=O)o1)CCCC3	9.7	-1.3	3.7	3.2	9.6	196.2	8.1	-2.4	2.4
CCCCN(C)c1nc(-c2ccco2)c2c(c1C#N)CC(C)(C)OC2	-2.0	3.1	1.0	1.4	/	113.1	5.9	-22.2	-3.2
O=C(CSc1ccc2nnc(-c3ccc(Cl)cc3)n2n1)N1CCN(c2ccccc2)CC1	10.7	1.6	-6.7	1.7	10.6	83.8	13.0	0.9	-1.2
CCOC(=O)c1sc(NC(=O)c2ccco2)nc1C	7.5	1.8	4.2	3.6	4.9	34.6	-3.4	11.2	4.2
COc1ccccc1N1CCN(C(=O)CCCCn2c(=O)[nH]c3ccsc3c2=O)CC1	22.2	2.9	3.0	4.8	/	102.1	12.1	10.3	2.8
Cc1nn(CC(=O)NCc2ccccc2)c(=O)c2ccccc12	0.5	6.6	-0.2	-1.7	/	102.7	-3.1	-3.7	3.7
N#CC1=C(N)Oc2c(ccc3cccnc23)C1c1cccnc1 (stereo not given)	2.3	-0.6	12.3	1.2	1.9	99.4	-2.9	-3.2	/
CC1CN(S(=O)(=O)c2ccc(NC(=O)CCCN3C(=O)c4ccccc4C3=O)cc2)CC(C)O1 (stereo not given)	-11.8	-2.1	-0.7	-4.0	-9.6	102.2	-8.0	-107.9	2.7
C#CCNc1c(C)c(C)nc2ncnn12	2.3	4.8	13.6	-1.4	-1.6	86.8	18.8	6.0	8.0
COC(=O)c1ccc2c(=O)n(CCO)c(=S)[nH]c2c1	7.7	40.7	-5.6	3.6	/	75.9	30.3	-77.8	-2.8
COc1cc(-n2nc(C)c3c2OC(N)=C(C#N)C3c2ccccc2)c(Cl)c(Br)c1O (stereo not given)	1.4	7.9	6.4	-3.6	-2.5	75.2	-2.8	-26.7	6.6

Source: PubChem (several laboratories)
